Screening results deposited in PubChem BioAssay by several laboratories.
NR2E3 ag-1: NR2E3 (human) agonism. inhibition of corepressor binding, % at 4.78 µM. GST-NR2E3/biotin-RetCOR TR-FRET, 1536-well. 320,000 compounds, 0.12% hits. AID 2300;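 active means percent inhibition above the cutoff of mean plus 3 SD of all tested compounds, set per screening campaign, cut at about 20% in these data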;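 further: 0% = DMSO wells and 100% = biotin wells as full block of FRET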
Target sequence (Q9Y5X4 whole entry, looked up): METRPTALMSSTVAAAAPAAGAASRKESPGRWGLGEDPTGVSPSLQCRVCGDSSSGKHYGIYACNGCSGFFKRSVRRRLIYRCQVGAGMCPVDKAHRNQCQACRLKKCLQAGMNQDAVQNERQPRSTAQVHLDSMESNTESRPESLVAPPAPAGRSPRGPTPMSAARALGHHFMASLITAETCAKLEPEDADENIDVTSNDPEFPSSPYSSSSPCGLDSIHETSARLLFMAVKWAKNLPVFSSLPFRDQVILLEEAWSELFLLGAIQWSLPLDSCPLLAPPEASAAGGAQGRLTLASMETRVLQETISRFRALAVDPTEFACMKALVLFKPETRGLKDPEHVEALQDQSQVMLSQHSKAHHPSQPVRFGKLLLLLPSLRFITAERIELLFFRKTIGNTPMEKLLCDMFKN
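Test system: GST-NR2E3 and biotin-RetCOR proteins | Quantity: 1.35 nM GST-tagged NR2E3 final | Medium: Tris pH 7.5 | Also added: 7 nM biotin-RetCOR | Dosing: Compound at 4.8 µM, single dose | Timing: 5 h at 4 °C | Detection: Time-resolved FRET | Read-out basis: Percent inhibition | Benchmarks: Biotin wells as high control, 0.6% DMSO wells as low control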
CF NFkB block: blocks PAF-induced NF-kB reporter in cystic fibrosis cells; KKLEB NF-kB-GFP reporter, GFP fluorescence overnight; 360,000 compounds, 0.86% hits; inhibition, % at 5 µM;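 active means at least 50% inhibition at 5 µM, scaled per plate between neutral and stimulator controls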;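 further: PAF is a Pseudomonas aeruginosa culture filtrate used as stimulus; plate controls were PAF-stimulated DMSO wells for no effect and unstimulated DMSO wells for full effect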
Peg3 promoter: Peg3 promoter activity inhibition; HeLa PEG-Prom luciferase reporter, luminescence, overnight; inhibition, % at 20 µM; 360,000 compounds, 1.7% hits;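 active means inhibition of at least 50% at 20 µM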
TWEAK Fn14 block: blocks TWEAK-Fn14 interaction in a reporter cell assay | TWEAK-stimulated Fn14 reporter cells, luciferase luminescence, 8 h | AID 1159606 | 360,000 compounds, 2% hits | inhibition, % at 10 µM; in the data active means inhibition above about 50%
TRPM1 prom inh: inhibitors of MITF-driven TRPM1 promoter in melanoma cells; SK-MEL-5 TRPM1 promoter luciferase, 24 h; inhibition, % at 12.5 µM; 330,000 compounds, 0.83% hits;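 active means mean inhibition across replicates of 60% or more, whatever share of single replicates reaches that level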; further: values of inactives mirror those of a sister screen read the other way
hiPSC survival: enhancers of human iPSC single-cell survival | hiPSC single-cell survival, ATPlite luminescence; 100% = ROCK inhibitor wells, 0% = DMSO | survival enhancement, % at 20 µM | 360,000 compounds, 0.044% hits; in the data active means survival enhancement above about 18%;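 further: cells exposed to compounds for 16 hours before the ATP read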
KKLEB tox: counter-screen for CF NF-kB inhibitors: cytotoxicity. KKLEB CF airway cells viability, ATPlite luminescence, overnight; active compounds read low; cells stimulated with P. aeruginosa culture filtrate. 360,000 compounds, 0.36% hits. activity change (cytotoxicity), % at 5 µM;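 active means corrected activity change at or below -50% at 5 µM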
Shn3 3UTR inh: reduces Shn3 3'UTR luciferase signal in osteoblasts. Clone20 osteoblast Shn3 3'UTR firefly luciferase, 24 h. 360,000 compounds, 0.52% hits. inhibition, % at 12.5 µM;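 active means mean inhibition of at least 75% with every replicate also reaching 75%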;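 further: 0% = median of neutral control wells and 100% = pilot-screen positive control compound; some compounds past the cut are filed as inactive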
aDG glyco up: increases alpha dystroglycan glycosylation; Pro5-aDG cells, alpha-DG glycosylation AlphaScreen (IIH6); 0% Pro5, 100% B10-LARGE cell signal; activation, % at 10 µM; 360,000 compounds, 0.22% hits; AID 624168;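 active means activation of at least 8% versus controls, or a plate z-score of at least 8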;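 further: Pro5 are CHO cells carrying HIG-tagged alpha-DG that lacks glycosylation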
NR2E3 ag-2: human photoreceptor-specific nuclear receptor agonism; Q9Y5X4; CHO-S Gal4-NCOR/VP16-NR2E3 two-hybrid, luciferase; inhibition of corepressor binding, % at 3.98 µM; 360,000 compounds, 0.35% hits; AID 602229;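 active means inhibition above the mean of all tested compounds plus 3 SD, cut at about 70% in these data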;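 further: 0% = DMSO with NR2E3 transfected cells and 100% = cells lacking NR2E3 construct; higher means lower luciferase signal from less NR2E3 corepressor binding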
HIF-2a inh: inhibitors of HIF-2a; 786-0 RCC cells HIF-2a reporter, luciferase luminescence, overnight; 360,000 compounds, 0.72% hits; AID 624352; inhibition, % at 18.8 µM;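 active means inhibition of the luminescence signal of 40% or more relative to plate controls, in a single-dose primary screen at 18.75 µM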
An asterisk follows results filed as active; / = no result given.

SMILES	NR2E3 ag-1	CF NFkB block	Peg3 promoter	TWEAK Fn14 block	TRPM1 prom inh	hiPSC survival	KKLEB tox	Shn3 3UTR inh	aDG glyco up	NR2E3 ag-2	HIF-2a inh
O=C(c1nn2c(C(F)(F)F)cc(-c3ccco3)nc2c1Br)N1CCCc2ccccc21	0	18	60*	18	3	-0.9	-21	25	-0.4	3	32
CCOc1ccc(CNC(=S)N/N=C/c2cccnc2)cc1	-5	3	-20	-32	13	0.7	-13	16	0.6	-13	-12
CCOC(=O)N1CCN(c2ccc(Cl)c(Cl)c2)CC1	0	16	-13	18	-9	1.9	0	10	0.6	19	-33
CC[C@](C)(O)c1cc2ccccc2c(=O)o1	/	9	-6	-2	-11	2.5	-8	-3	-0.1	-11	1
c1ccc(CN2CCOCCOCCOCCOCC2)cc1	2	-20	1	-1	-1	-0.3	0	-23	0.0	-19	12
O=C(N/N=C\c1ccncc1)c1ccc(Br)s1	/	-22	-31	-21	-14	-0.4	4	-4	-0.3	-14	-21
C=CCSC1=N/C(=C\C=C\c2ccco2)C(=O)S1	1	10	4	16	30	4.4	0	-1	-0.2	-60	0
O=C(CCn1cncn1)N1CCCC(N2CCN(c3cccc(C(F)(F)F)c3)CC2)C1 (stereo not drawn)	2	-42	1	2	-8	2.8	22	1	0.1	1	-4
COc1cccc(CNc2ccccc2O)c1OCc1ccccc1F	-1	15	5	45	8	-0.4	-6	-3	0.4	-12	-4
CC(C)CN(C(=O)CN1CCN(c2ccc(O)cc2)CC1)c1c(N)n(CC(C)C)c(=O)[nH]c1=O	3	-6	-6	-10	-1	8.3	4	3	0.0	-3	4
COc1ccc(NC(=S)N2CCN(C(=O)C3CCCO3)CC2)c(OC)c1 (stereo not drawn)	-1	2	20	2	-3	-0.2	6	15	-0.2	-10	22
COc1cc(OC)nc(Nc2nc(C(N)Cc3ccc(C(F)(F)F)cc3)cs2)n1 (stereo not drawn)	/	12	115*	-28	/	-1.8	-21	75	0.9	31	70*
COc1ccc(OC)c(NC(=O)c2ccc(OCC(=O)N3CCOCC3)c(OC)c2)c1	1	-1	-14	-23	-13	2.0	1	4	0.0	-42	-19
COc1ccccc1NC(=O)COC(=O)c1ccc(N2CCCC2=O)cc1	0	-27	1	0	-8	-0.3	6	6	0.3	-4	4
CC(C)CCNC(=O)c1ccccc1NC(=O)C1=CSCCO1	-2	-9	-1	25	-1	-0.7	8	-8	-0.1	-7	7
CS(=O)(=O)N1CCC(Oc2ccccc2C(=O)N2CCC[C@H]2CO)CC1	4	17	-58	-25	-11	-0.5	-3	-11	0.1	-28	-59
C=CCNc1cc(C)oc(=O)c1C(=O)CC	1	13	14	4	7	-0.2	4	14	-0.2	-21	17
Nc1ccc(C(=O)OCCCc2nc3ccccc3[nH]2)cc1	7	17	9	10	11	4.9	1	-12	0.1	14	4
COc1ccc(C2CC(=O)NC3=C2C(=O)CCC3)cc1Cl (stereo not drawn)	0	6	3	1	2	1.3	-9	5	-0.3	6	19
Cc1ccc(C)c(OCC(=O)NC2CCCCCC2)c1	0	-1	-111	-23	-16	-0.2	16	-19	-0.2	-40	-126
CCCNC(=O)c1ccccc1NC(=O)c1ccc2c(c1)NC(=O)C(C)S2 (stereo not drawn)	4	-6	10	27	2	-0.3	-21	8	-0.5	-44	-14
COc1cc(/C=C2\SC(=S)N(NC(=O)c3ccc(O)cc3)C2=O)ccc1O	-2	-15	-49	-28	-11	0.0	-6	-27	-0.1	-15	-68
CN(C)c1ccc(-c2ccnc3c2CC(C)(C(=O)Nc2ccc4c(c2)OCO4)O3)cc1 (stereo not drawn)	/	-52	-1	-9	/	2.9	11	19	-0.2	5	15
C[C@H](CO)N1C[C@H](C)[C@@H](CN(C)C(=O)NC2CCCCC2)Oc2ccc(NC(=O)C3CCCCC3)cc2C1=O	/	11	1	-8	1	-1.6	-29	-9	0.2	19	3
COc1ccccc1NC(=O)C(C)OC(=O)C(C)SCC(=O)Nc1ccc(C)cc1 (stereo not drawn)	/	26	10	-11	0	0.4	-13	5	-0.1	2	8

Already shown: an excerpt of the list.
SMILES	NR2E3 ag-1	CF NFkB block	Peg3 promoter	TWEAK Fn14 block	TRPM1 prom inh	hiPSC survival	KKLEB tox	Shn3 3UTR inh	aDG glyco up	NR2E3 ag-2	HIF-2a inh
O=C(c1nn2c(C(F)(F)F)cc(-c3ccco3)nc2c1Br)N1CCCc2ccccc21	0	18	60*	18	3	-0.9	-21	25	-0.4	3	32
CCOc1ccc(CNC(=S)N/N=C/c2cccnc2)cc1	-5	3	-20	-32	13	0.7	-13	16	0.6	-13	-12
CCOC(=O)N1CCN(c2ccc(Cl)c(Cl)c2)CC1	0	16	-13	18	-9	1.9	0	10	0.6	19	-33
CC[C@](C)(O)c1cc2ccccc2c(=O)o1	/	9	-6	-2	-11	2.5	-8	-3	-0.1	-11	1
c1ccc(CN2CCOCCOCCOCCOCC2)cc1	2	-20	1	-1	-1	-0.3	0	-23	0.0	-19	12
O=C(N/N=C\c1ccncc1)c1ccc(Br)s1	/	-22	-31	-21	-14	-0.4	4	-4	-0.3	-14	-21
C=CCSC1=N/C(=C\C=C\c2ccco2)C(=O)S1	1	10	4	16	30	4.4	0	-1	-0.2	-60	0
O=C(CCn1cncn1)N1CCCC(N2CCN(c3cccc(C(F)(F)F)c3)CC2)C1 (stereo not drawn)	2	-42	1	2	-8	2.8	22	1	0.1	1	-4
COc1cccc(CNc2ccccc2O)c1OCc1ccccc1F	-1	15	5	45	8	-0.4	-6	-3	0.4	-12	-4
CC(C)CN(C(=O)CN1CCN(c2ccc(O)cc2)CC1)c1c(N)n(CC(C)C)c(=O)[nH]c1=O	3	-6	-6	-10	-1	8.3	4	3	0.0	-3	4

Further structures:
SMILES	NR2E3 ag-1	CF NFkB block	Peg3 promoter	TWEAK Fn14 block	TRPM1 prom inh	hiPSC survival	KKLEB tox	Shn3 3UTR inh	aDG glyco up	NR2E3 ag-2	HIF-2a inh
Cc1ccc(NC(=S)N2CCCC2)cc1	1	12	-70	11	-30	0.9	-6	-69	-0.1	-16	-67
O=C(CSc1ncnc2ccccc12)c1ccco1	1	5	-295	11	-38	-0.9	-5	-110	-0.1	-34	-167
O=C(c1cnn(C(=O)c2ccco2)c1)c1cc(F)ccc1O	/	19	-8	35	-7	-0.3	6	-22	0.2	-26	11
O=C(c1ccc(C(F)(F)F)n(Cc2ccc(Cl)cc2)c1=O)N1CCOCC1	3	0	26	-5	-7	0.0	-2	18	0.0	-17	18
Cc1cccc(CNC(=O)C2CCC(=O)N(C3CCCC3)C2)c1 (stereo not drawn)	3	9	-4	12	3	-0.2	1	-11	0.2	-3	2
Cc1cccc(NC(=O)/C=C/c2ccc3c(c2)OCO3)n1	4	-1	-179	24	-33	-2.7	-15	-45	-0.2	-86	-149
OC[C@@H]1[C@@H](c2ccccc2)C(c2ccc(F)cc2)=NN1c1ccccc1	/	21	25	11	8	-0.8	4	-6	0.3	-28	9
CC(=O)Cn1ncc(N2CCOCC2)cc1=O	-1	18	-4	-17	0	1.1	-5	-3	-0.1	-35	-3
CCOc1ccc(S(=O)(=O)Nc2ccc(C(=O)NCCCN3CCOCC3)cc2)cc1	4	-9	4	2	2	0.5	8	9	-0.3	-1	9
CCCSC1=N/C(=C/c2ccsc2)C(=O)N1c1ccccc1	0	8	-9	-2	-17	-0.7	1	-11	-0.2	-41	2
Cc1ccc(C2N(c3ccc(Cl)c(Cl)c3)C(=O)C3CCCN32)o1 (stereo not drawn)	1	1	7	-5	-7	-2.3	1	0	0.2	-25	-36
CCCCCCn1c(NCC)nc2c1c(=O)[nH]c(=O)n2C	0	-4	-6	20	4	-0.3	1	4	-0.4	-4	10
COc1ccccc1C(=O)N(CCC1CCCN1C)c1nc2ccccc2s1 (stereo not drawn)	8	-2	-30	101*	-3	-0.6	-16	31	0.7	65	15
Cc1ccccc1S(=O)(=O)Nc1nc2ccccc2nc1NCCO	1	7	-71	-20	13	2.0	1	-12	0.0	-35	7
CC1(C)NC(=O)N(CC(O)COc2ccc(-c3ccc(C#N)cc3)cc2)C1=O (stereo not drawn)	-3	-22	2	4	10	0.2	10	29	0.8	-7	10
Cc1cc(=O)oc2cc(OCC(=O)NCCN3CCOCC3)ccc12	0	-1	-2	-5	9	-0.4	1	-2	-0.3	-6	7
CC(=O)Nc1c(C)ccc(CNC(=O)COc2ccc(F)cc2)c1C	6	0	0	5	0	-1.0	6	-23	0.2	-18	17
O=C(Nc1ccc(N2CCN(C(=O)c3cccs3)CC2)cc1)c1ccco1	5	4	-23	-1	7	0.0	8	9	0.0	-23	-28
COc1cccc(C(=O)N2CCN(C(=O)COc3ccc4ccccc4c3)CC2)c1	-1	22	-31	19	-1	-0.4	-12	-8	0.1	-30	-25
Cc1oc(=O)c(NC(=O)c2ccc(Cl)cc2)cc1C(=O)c1ccccc1	4	-7	-13	-10	-4	-1.7	-2	94*	-0.2	7	-35
CC(=O)c1ccc(OCC(=O)NCC2(N3CCCCC3)CCCCC2)cc1	2	23	4	2	-11	-0.7	5	/	-0.1	-8	12
COc1ccccc1CNS(=O)(=O)c1ccc2c(c1)CC(=O)N2C	3	-2	0	10	-1	-0.3	-1	3	0.3	-10	12
COc1ccc(CNC(=O)[C@@H]2CC=C[C@@H]3CCN(C4CCCCC4)C(=O)[C@@H]32)cc1	3	-15	4	2	-1	-1.2	0	-1	0.1	6	1
CCC1=NN(C(=O)Cc2ccc([N+](=O)[O-])cc2)C(O)(C(F)(F)F)C1 (stereo not drawn)	1	4	19	-10	-5	0.1	-18	-3	0.0	18	19
CCOC1=C/C(=C/c2c(N)n3nc(CC(=O)N4CCCC4)sc3nc2=O)C=CC1=O	0	11	1	10	-4	0.8	4	14	-0.5	0	8
Cc1cc(S(=O)(=O)N2CCOCC2)ccc1OCC(=O)N1CCC(C(N)=O)CC1	-1	0	8	8	6	0.1	-5	-4	-0.1	-45	8
CCOCCn1c(SC)nc2c1c(=O)[nH]c(=O)n2C	7	-12	4	16	-6	-0.6	1	-6	0.2	-19	9
CCCCNC(=O)c1onc(CSc2cc(C)ccc2C)c1C(=O)O	4	2	3	-10	3	-0.8	-14	19	0.0	-46	13
c1ccc(CNC23CC4CC(CC(C4)C2)C3)nc1	1	-6	-1	-5	-2	-0.8	-7	30	0.6	-14	13
